# High-throughput results (PubChem)
# TRHR ag – qHTS for Small Molecule Agonists and Allosteric Enhancers of Human TRH Receptor: Primary Screen for Agonists; Thyrotropin-releasing hormone receptor (Homo sapiens), P34981; TRHR cells, calcium flux fluo-8, FDSS agonist mode; activation, % at 2 µM; 360,000 tested, 0.18% active; in the data active = activation above about 30%; note: 0% is about no effect
#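 TRHR-expressing cells loaded with fluo-8 calcium dye; 23 nL library compound pin-transferred, kinetic FDSS fluorescence (Ex 480/Em 530) recorded about 180 s for agonist-induced calcium release, before a 10 nM TRH EC20 addition for potentiator mode.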
# mIDH1 inhibitor – qHTS for Inhibitors of mutant isocitrate dehydrogenase 1 (IDH1): qHTS | Isocitrate dehydrogenase [NADP] cytoplasmic (Homo sapiens), O75874 | IDH1-R132H enzyme, NADPH consumption, diaphorase/resazurin fluorescence | Potency, µM (top dose mostly 76.6 µM), without a hit: top-dose activity change, negative = inhibition, usual class: inhibitors | 390,000 tested, 0.093% active; note: potency is the fitted concentration of half-maximal effect; % is set by controls: 0 for no effect and ±100 for the full control effect; nearly all actives have a fitted effect of over 65% in size
# Target sequence (O75874 whole entry R132H, stated change not applied): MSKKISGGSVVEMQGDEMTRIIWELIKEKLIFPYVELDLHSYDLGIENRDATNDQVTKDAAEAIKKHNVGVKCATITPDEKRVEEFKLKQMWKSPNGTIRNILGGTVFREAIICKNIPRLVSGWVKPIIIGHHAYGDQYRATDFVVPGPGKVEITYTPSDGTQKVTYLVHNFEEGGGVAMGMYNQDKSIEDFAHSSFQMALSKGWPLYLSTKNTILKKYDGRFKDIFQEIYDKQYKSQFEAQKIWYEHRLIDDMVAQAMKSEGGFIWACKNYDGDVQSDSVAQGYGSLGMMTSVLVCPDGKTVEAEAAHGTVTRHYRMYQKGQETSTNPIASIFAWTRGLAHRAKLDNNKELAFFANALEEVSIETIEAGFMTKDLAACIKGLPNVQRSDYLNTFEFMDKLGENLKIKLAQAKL
#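 IDH1-R132H (0.5 ug/mL) preincubated 30 min with compound, then NADPH (0.016 mM) and alpha-KG (2 mM) added; 80 min at RT, pH 7.5. Remaining NADPH coupled via diaphorase/resazurin to fluorescence (540/590 nm); concentration-response curves normalized to no-enzyme control.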
# Pin1 inh – qHTS Assay to Find Inhibitors of Pin1; Peptidyl-prolyl cis-trans isomerase NIMA-interacting 1 (Homo sapiens), Q13526; Pin1 FP peptide displacement, HiFluor488, 10 min; 390,000 tested, 0.009% active; Potency, µM (highest dose often 115 µM), for the others: top-dose activity, negative = inhibition, usual class: inhibitors; active = well fitted inhibition curve with a large enough effect in the polarisation, with a control signal flat, not every such curve was filed as active; inconclusive = small, poorly fitted or top-dose-only effect, or effect the other way, or a change in a side signal; inactive = no such curve, though single readings can be large or run the other way; the % refers to the polarisation; note: potency is the fitted concentration of half-maximal effect; % is set by controls: 0 for no effect and ±100 for the full control effect
# Target sequence (Q13526 whole entry, looked up): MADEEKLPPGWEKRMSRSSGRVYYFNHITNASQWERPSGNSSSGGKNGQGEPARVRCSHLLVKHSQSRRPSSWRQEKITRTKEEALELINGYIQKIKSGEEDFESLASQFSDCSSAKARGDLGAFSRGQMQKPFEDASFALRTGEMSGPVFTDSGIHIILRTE
# TRHR PAM – qHTS for Small Molecule Agonists and Allosteric Enhancers of Human TRH Receptor: Primary Screen for Enhancers; TRHR cells, fluo-8 calcium fluorescence, EC20 TRH enhancement; enhancement, % at 2 µM; 360,000 tested, 0.66% active; in the data active = enhancement above about 30%; note: 0% is about no effect
#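 Enhancer read-out: after compound pinning and an initial kinetic agonist-mode read, an EC20 of TRH (10 nM final) was injected and fluo-8 calcium signal (Ex 480/Em 530) followed at 1 s/cycle for 100 cycles in TRHR-expressing cells.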
# TrxR1 inh – qHTS Assay for Inhibitors of Mammalian Selenoprotein Thioredoxin Reductase 1 (TrxR1): qHTS | Thioredoxin reductase 1, cytoplasmic (Rattus norvegicus), O89049 | recombinant rTrxR1, NADPH fluorescence consumption, selenite substrate | Potency, µM (highest dose often 114 µM), without a hit: at the highest dose activity change, negative = inhibition, hits mostly inhibitors | 390,000 tested, 1% active | AID 588453, 2011; note: potency is the fitted concentration of half-maximal effect; % is set by controls: 0 for no effect and ±100 for the full control effect; nearly all actives have a fitted effect of over 65% in size
#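 Rat TrxR1 (90 nM in the dispensed reagent) was pre-reduced with 400 uM NADPH for 5 min at room temperature, then incubated with compound for 15 min. After 400 uM selenite was added, NADPH fluorescence (Ex 340/Em 450 nm) was followed for 8 min.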
# TrxR1 substrate – qHTS Assay for Substrates of Mammalian Selenoprotein Thioredoxin Reductase 1 (TrxR1): qHTS; 390,000 tested, 0.01% active; Potency, µM (titrated, usually from 114 µM), without a hit: at the top dose activity change, negative = substrate turnover; purified TrxR1 substrate turnover, NADPH consumption readout; Thioredoxin reductase 1, cytoplasmic (Rattus norvegicus), O89049; note: potency is the fitted concentration of half-maximal effect; % is set by controls: 0 for no effect and ±100 for the full control effect; nearly all actives have a fitted effect of over 50% in size
#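 Rat TrxR1, dispensed at 90 nM, was prereduced with 400 uM NADPH (final) for 5 min at ~22 deg C, then incubated with compound 15 min before 400 uM selenite. A first-read NADPH fluorescence drop versus no-compound background flagged substrates.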
# D2 ag – HTS Assay for Allosteric Agonists of the Human D2 Dopamine Receptor: Primary Screen for Agonists; HEK293 T-REx D2 cells, calcium flux agonist mode; AID 485358, 2010; 340,000 tested, 0.53% active; activation, % at 2 µM; D(2) dopamine receptor (Homo sapiens), P14416;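 active = activation over 3 SD above normal in the single-dose calcium agonist read, cut at about 30% in these data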; note: 0% is about no effect
# Target sequence (P14416 whole entry, looked up): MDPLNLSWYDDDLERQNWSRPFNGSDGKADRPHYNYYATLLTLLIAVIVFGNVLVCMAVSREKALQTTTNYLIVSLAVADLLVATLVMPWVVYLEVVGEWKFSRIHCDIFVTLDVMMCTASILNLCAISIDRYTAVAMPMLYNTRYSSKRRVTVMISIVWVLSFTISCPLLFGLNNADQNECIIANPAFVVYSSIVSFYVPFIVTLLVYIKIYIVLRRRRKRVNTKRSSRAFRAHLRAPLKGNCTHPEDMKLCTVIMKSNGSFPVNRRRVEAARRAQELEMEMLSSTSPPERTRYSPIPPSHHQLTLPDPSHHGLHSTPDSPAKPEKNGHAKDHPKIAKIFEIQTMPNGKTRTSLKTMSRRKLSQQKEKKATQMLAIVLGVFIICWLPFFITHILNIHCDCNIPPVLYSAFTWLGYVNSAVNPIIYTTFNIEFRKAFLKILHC
#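 Tetracycline-induced HEK293 Trex cells with D2 receptor force-coupled to calcium signaling, plated overnight at 30 C and loaded with no-wash calcium dye. Calcium flux read kinetically for 180 s after compound addition; responses flag agonists.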
# D2 antagonist – HTS Assay for Allosteric Antagonists of the Human D2 Dopamine Receptor: Primary Screen for Antagonists | HEK293 TREx D2 cells, calcium flux, dopamine EC80 | AID 485344, 2010 | 340,000 tested, 2% active | D(2) dopamine receptor (Homo sapiens), P14416 | inhibition, % at 10 µM; in the data active = inhibition above about 30%; note: 0% is about no effect
#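 Measurement of antagonist activity uses fluorescent calcium dye in inducible HEK293 T-REx D2 cells: 10 s baseline, compound addition with 180 s read, EC80 dopamine addition with a further 180 s read.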
# USP1 inh – Inhibitors of USP1/UAF1: Primary Screen; recombinant USP1/UAF1, Ub-Rhodamine cleavage fluorescence; Potency, µM (top dose mostly 57.1 µM), inactives show at the highest dose activity change, negative = inhibition, most hits filed as inhibitors; 390,000 tested, 0.23% active; note: potency is the fitted concentration of half-maximal effect; % is set by controls: 0 for no effect and ±100 for the full control effect; nearly all actives have a fitted effect of over 60% in size; inactives centre near -12
#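 1 nM enzyme complex + cpd, 15 min RT; start with Ub-Rho 150nM final; kinetic fluorescence ex 480/em 540, 6 reads q60 s. Buffer 50mM HEPES pH 7.8, 0.5mM EDTA, 0.1 mg/ml BSA, 1mM TCEP, 0.01% Tween-20.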
# Numbers without * were called inactive; ? = inconclusive; . = no result given; [ ] = another dose, or the depositor's remark. Unless noted, calls come from the whole dose curve; as a rule, active = well fitted inhibition curve with a large enough effect; inconclusive = small, poorly fitted or top-dose-only effect; inactive = no such curve, though single readings can be large or run the other way. An excerpt. The share of hits here may be higher or lower than overall.
# Value order – TRHR ag	mIDH1 inhibitor	Pin1 inh	TRHR PAM	TrxR1 inh	TrxR1 substrate	D2 ag	D2 antagonist	USP1 inh
- CC(Oc1cccc(Cl)c1)C(=O)NCCCCc1ccccc1 (stereo unspecified)
    0.2	12%	-1%	-8	-24%	-12%	0.3	-10	-21%
- Cc1cccc(NS(=O)(=O)c2ccc3c(c2)n(C)c(=O)n3C)c1C
    0.4	6%	58%[activator]	-3	-8%[57.1 µM]	-9%[57.1 µM]	0.2	.	6%
- O=C(O)c1[nH]c2ccccc2c1C(c1cc(Cl)cc([N+](=O)[O-])c1O)c1c(C(=O)O)[nH]c2ccccc12
    0.4	10%	.	1	-22%	-10%	0.9	-10	32µM*
- O=C(Nc1ccc2c(c1)OCO2)c1cc(-c2ccc(Br)cc2)on1
    -2.2	-2%	7%	18	15%	6%	.	.	-8%
- Cc1noc(C)c1COc1ccc(C(=O)N2CCN(c3ccccn3)CC2)cc1
    -0.7	-2%	-8%	-1	1%	0%	0.2	-5	-12%
- COc1cc(Cl)ccc1NC(=O)COc1ccccc1C(=O)N1CCN(c2ccc(O)cc2)CC1
    -0.1	1%	-3%	1	14%[57.1 µM]	-13%	0.6	0	-4%
- CCN1CCN(C(=O)c2cc3c(OC)c(OC)c(OC)cc3[nH]2)CC1
    0.5	12%	2%	-1	3%	-2%	0.6	8	-16%
- CCOC(=O)C1=C(O)C(=O)N(Cc2cccnc2)C1c1ccc(OC)cc1 (stereo unspecified)
    0.6	-4%	-3%	6	9%[57.1 µM]	0%[57.1 µM]	-0.4	-4	-19%
- COc1ccc(CNC(=O)C[C@H]2C[C@H](C(=O)N3CCOCC3)[C@@]3(C)c4[nH]c5cc(CCC(=O)N(C)C)ccc5c4CCN3C2=O)cc1OC
    .	10%[38.3 µM]	2%	.	12%	5%	.	.	-9%
- COc1cccc(-c2cc(C(=O)N3CCCCC3C)no2)c1 (stereo unspecified)
    -1.1	6%	0%	2	25%	3%	0.3	1	-10%
- CCOc1ccc(C(=O)Nc2sc3c(c2C(=O)OC)CC(C)(C)NC3(C)C)cc1
    0.0	6%	-4%	1	3%	1%	0.0	-1	-11%
- O=C(CSc1nnnn1C1CCCCC1)NNC(=O)c1ccco1
    0.0	-3%	0%	-3	23%	0%	0.5	1	-6%
- COc1ccc(N2CCN(c3nc4ccccc4n3CC(=O)c3ccccc3)CC2)cc1
    -2.2	9%	2%	-5	0%	-6%	1.3	18	-8%
- Cn1cccc1/C=C1\SC(=S)N(NC(=O)c2ccc(Cl)cc2)C1=O
    3.2	0%	?	23	-12%	-18%	1.9	26	?
- COc1ccc(CNC(=O)C2CCN(C(=O)c3sccc3-n3cccc3)CC2)cc1
    0.0	-4%	2%	-3	-1%	-3%	0.0	16	-17%
- CC(C)N1C(=O)C(O)(c2c[nH]c3ccccc23)c2ccccc21 (stereo unspecified)
    -5.0	2%	0%	-1	-11%	-14%	-1.0	.	-9%
- CNC(=O)OCc1nc(SSC(C)(C)C)n(C)c1COC(=O)NC
    .	2%	-6%	.	-61%[57.1 µM]	10%[57.1 µM]	.	.	-18%
- Cc1ccc(SCc2cc(=O)n(C)[nH]2)cc1
    1.3	0%	1%	5	5%	-4%	-2.6	-1	-5%
- O=C(NCc1ccccc1Cl)c1ccccc1CCc1ccccc1
    1.2	5%	3%	-1	20%	4%	2.1	1	-23%
- CC(C)OC(=O)CSc1nc(-c2ccc(F)cc2)cc(C(F)(F)F)n1
    -0.4	6%	-1%	-3	12%	-4%	0.3	-7	-10%
- COc1cccc(NC(=O)CN2CCN(C(=O)c3ccco3)CC2)c1
    0.4	9%	-9%	-4	71µM*	9%	14	4	-15%
- COc1ccc(CCN2C(=O)N(c3ccc(C)cc3)C(=O)C2CC(=O)Nc2ccc(F)cc2)cc1 (stereo unspecified)
    2.3	3%	12%	-8	2%	-12%	0.2	.	-13%
- Cn1c2ccccc2c(=O)c2c(=O)n(Cc3ccco3)c(COc3ccccc3)nc21
    -1.4	4%	?	2	?	-7%	-1.8	0	-26%
- O=C(CCN1CCOCC1)c1ccccc1
    -0.6	1%	3%	2	?	5%[2.29 µM]	.	.	-10%
- O=C(NNc1cc(N2CCOCC2)nc(N2CCOCC2)n1)c1ccc(Cl)c(Cl)c1
    0.4	0%	-5%	11	-15%	-12%	-1.3	-8	-12%
- CCn1c(SCC(=O)Nc2cccc(NC(C)=O)c2)nnc1-c1ccco1
    0.2	-7%	-8%	-12	-9%[57.1 µM]	9%[0.0914 µM]	0.1	-13	0%
- CCOc1ccc(OCCC(=O)OCC(=O)NNC(=O)c2ccccc2)cc1
    -0.9	2%	-5%	-9	3%[57.1 µM]	1%[57.1 µM]	0.4	5	-4%
- Cc1ccc(Oc2ccc(NS(=O)(=O)c3cccc(C(=O)O)c3)cc2)cc1
    .	-11%	-9%	.	-13%	-4%	.	.	4%
- CC(C)(CSc1ccccn1)NS(=O)(=O)c1ccccc1
    -0.3	1%	1%	-2	6%[57.1 µM]	-7%[57.1 µM]	-0.2	9	-16%
- Cc1ccc(C)c(NC(=O)N2CCC(CN3CCOCC3)CC2)c1
    -0.5	6%	-2%	10	-17%	-17%	-0.2	.	-10%
- CC1C(C)N(C(=O)CCl)c2ccccc2N1C(=O)CCl (stereo unspecified)
    .	3%	-2%	.	?	13%[57.1 µM]	.	.	-8%
- COc1ccc(CCNC(=O)CSc2ccc(-c3cccs3)nn2)cc1OC
    -0.2	17%	-1%	-2	11%[57.1 µM]	-2%[57.1 µM]	0.6	5	-12%
- CCC(=O)Nc1ccc(CC)cc1-c1nc2ccccc2n(CC(=O)Nc2ccccc2C)c1=O
    -0.5	0%	?	2	3%	3%	0.0	.	-6%
- Cc1ccc(-c2cc(-c3ccccc3)nc(Cl)n2)cc1
    1.7	-1%	5%	-1	18%[57.1 µM]	11%[57.1 µM]	0.4	-3	-10%
- CSc1snc(SCC(N)=O)c1C#N
    -0.1	0%	-3%	-3	14%[57.1 µM]	8%[57.1 µM]	0.3	-11	-18%
- C#Cc1ccc(CN2CCN(CCCc3ccccc3)C(CCO)C2)cc1 (stereo unspecified)
    0.7	-13%	0%	-4	2%	-5%	-0.1	75*	-1%
- O=c1[nH][nH]c(C(F)(F)F)c1C=NCc1ccc(Cl)cc1
    0.4	4%	-5%	-3	1%	-4%	0.1	-5	-17%
- Cc1ccc(S(=O)(=O)C2(C(=O)Nc3ccc(C)c(Cl)c3)CC2)cc1
    1.2	3%	?	17	3%	-9%	-0.3	.	-22%[11.4 µM]
- COC(=O)Cn1c(C(O)c2ccccc2)nc2ccccc21 (stereo unspecified)
    0.0	14%	-4%	-7	12%	0%	0.3	0	-7%
- COc1ccc(-n2ncc3c(=O)n(CC(=O)Nc4ccc(S(=O)(=O)N5CCOCC5)cc4)cnc32)cc1
    0.8	0%	20%	4	41%	51%[activator]	1.7	-10	-18%
- CC(C)(C)NS(=O)(=O)c1ccc(NC(=O)c2cc(-c3ccccc3)nc3ccccc23)cc1
    2.1	-5%	?	-1	-19%	-9%	-0.6	0	-2%
- O=C(c1ccccc1)c1ccc(OC(=O)C2CCCCC2)cc1
    -0.2	4%	2%	1	19%	-2%	0.3	-1	-15%
- COC(=O)C(CC(C)C)N(Cc1cc(OC)cc(OC)c1)S(=O)(=O)c1ccccc1Br (stereo unspecified)
    .	-4%	-5%	.	23%	0%	.	.	-23%
- O=C(NCc1ccco1)c1cc(-c2ccccc2)nn1CC1CC(c2cccnc2)=NO1 (stereo unspecified)
    .	12%	3%	.	?	5%	.	.	-19%
- Cn1c(=O)c2c(nc(SCCCC#N)n2Cc2c(F)cccc2Cl)n(C)c1=O
    -0.6	9%	-2%	-5	-11%[57.1 µM]	-1%[57.1 µM]	0.1	9	-2%
- O=C1Nc2ccccc2N=C(c2ccccc2)C1Br (stereo unspecified)
    -1.4	-7%	-8%	27	-4%[57.1 µM]	-1%[57.1 µM]	-0.2	3	-23%
- O=S(=O)(NC1=NCCC1)c1ccc(F)cc1F
    0.1	5%	2%	3	12%[57.1 µM]	-14%[57.1 µM]	0.7	8	-5%
- COc1ccccc1NC(=O)CSc1cn(CC(=O)N2CCCC2)c2ccccc12
    -0.3	-17%	-2%	4	5%	-10%	-0.1	.	-11%
- CCOc1ccccc1NC(=O)N1CCC(n2c(C)nc3cccnc32)CC1
    0.3	-11%	-11%	-1	17%[57.1 µM]	0%[57.1 µM]	-3.1	.	-25%
- COc1ccc(NC(=O)c2ccco2)cc1S(=O)(=O)N1CCOCC1
    0.0	-8%	2%	0	-13%	-10%	2.0	-17	-12%
- CCN(CC)C(=S)Nc1ccc(OC(F)F)cc1
    -0.1	5%	-5%	7	3%[57.1 µM]	9%	0.9	-3	-6%
- COc1cccc(CN(C)C(=O)c2cc(COc3c(F)cccc3F)on2)c1
    -0.4	-6%	-9%	-6	11%	-5%	0.4	18	-13%
